TAG inh: triacylglycerol accumulation inhibition. AID 651582. 230,000 tested, 0.66% active. H9c2 cells, Nile Red lipid (TAG) fluorescence; cells loaded with 200 µM oleic acid. inhibition, % at 12.5 µM;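 active = pattern-corrected inhibition of lipid staining of at least 50% with the nuclear-stain viability signal not falling by more than 50%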;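 note: 0% = DMSO wells and 100% = triacsin C control wells; some results filed as inactive read as strong as hits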
TAG inh DAPI viability: second read-out of TAG inh, no call of its own (marks repeat the call); DAPI nuclei signal change (viability), lower = more cytotoxic, %;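 whole-well DAPI fluorescence read on a plate reader as a viability signal; minus 50 percent equals half of cells still viable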
The depositor's hits bear a star; i = inactive.

SMILES	TAG inh	TAG inh DAPI viability
Cc1ccc(C(C)C)c(OCC(O)CN2CCN(CCO)CC2)c1 (stereo not given)	16	-15
CC(C)(C)NC(=O)COC(=O)c1ccc(Cl)nc1	6	-10
CC(C)(C)C(=O)Nc1ccnn1C1CCN(C(=O)c2ccc(Cl)cc2F)CC1	1	-5
CCCS/C(N)=N/N=C/c1cc(C)ccc1O	-4	19
Cc1ccc(Cl)cc1NC(=S)Nn1cnnc1	4	-8
Nc1c(N(CCC2=CCCCC2)C(=O)c2ccc([N+](=O)[O-])o2)c(=O)[nH]c(=O)n1Cc1ccccc1	3	-2
COc1ccc(-c2cc(C(=O)N/N=C(\C)c3cccnc3)c3cc(C)ccc3n2)cc1OC	6	-1
Cc1ccc(S(=O)(=O)Nc2ccc3c(c2)CC(=O)N([C@H](C)CO)C[C@@H](C)[C@H](CN(C)S(=O)(=O)c2ccccc2)O3)cc1	-3	-3
C[C@]12CC[C@@H]3c4ccc(O)cc4C(=O)C[C@H]3[C@@H]1CC[C@@H]2O	-6	7
O=C(Nc1nccs1)c1ccc2c(=O)n3c(nc2c1)CCCCC3	-5	4
CCn1c(SCC(=O)N/N=C/c2ccc(C)s2)nc2ccccc21	-13	-2
Cc1ccc(C(=O)N/C(=C/c2ccco2)C(=O)OCN2C(=O)c3ccccc3C2=O)cc1	-7	-2
O=C(COC(=O)c1c[nH]c2ccccc12)NC1CCCCC1	-7	5
CCn1c(=O)c([N+](=O)[O-])c(NCCCn2ccnc2)c2ccccc21	5	-7
COc1ccc(C2CC(c3ccccc3)=NN2C(=O)COC(=O)c2cc(S(=O)(=O)N3CCOCC3)ccc2F)cc1 (stereo not given)	6	-2
c1ccc(-c2cc3c(-n4cccc4)ncnc3o2)cc1	-5	8
CCOc1ccc(S(=O)(=O)Nc2cc(C)ccn2)c2ccccc12	-11	-5
O=C1OCc2ccc([N+](=O)[O-])cc21	2	3
O=C(COc1ccc(Cl)cc1Cl)NCCSc1ccc(Cl)cc1	-11	-6
Cc1ccc(/C=C/C(=O)NCCc2c[nH]c3ccccc23)o1	-17	-1

Random excerpt: four entries already listed.
SMILES	TAG inh	TAG inh DAPI viability
Cc1ccc(S(=O)(=O)Nc2ccc3c(c2)CC(=O)N([C@H](C)CO)C[C@@H](C)[C@H](CN(C)S(=O)(=O)c2ccccc2)O3)cc1	-3	-3
C[C@]12CC[C@@H]3c4ccc(O)cc4C(=O)C[C@H]3[C@@H]1CC[C@@H]2O	-6	7
O=C1OCc2ccc([N+](=O)[O-])cc21	2	3
O=C(COC(=O)c1c[nH]c2ccccc12)NC1CCCCC1	-7	5

Entries listed so far that contain an NH in an aromatic ring:
SMILES	TAG inh	TAG inh DAPI viability
Nc1c(N(CCC2=CCCCC2)C(=O)c2ccc([N+](=O)[O-])o2)c(=O)[nH]c(=O)n1Cc1ccccc1	3	-2
O=C(COC(=O)c1c[nH]c2ccccc12)NC1CCCCC1	-7	5
Cc1ccc(/C=C/C(=O)NCCc2c[nH]c3ccccc23)o1	-17	-1

(continued)
SMILES	TAG inh	TAG inh DAPI viability
O=S(=O)(Nc1ccccn1)c1cccc(S(=O)(=O)c2ccc(Br)cc2)c1	0	-3
CC1SCC(NC(=O)c2ccc(Cl)cc2)CS1 (stereo not given)	9	-8
COc1ccc(C/C(C)=N\NC(=O)c2c[nH]c3ccccc23)cc1OC	3	-9
O=C(COC(=O)c1cc(S(=O)(=O)N2CCOCC2)ccc1F)Nc1cc([N+](=O)[O-])ccc1F	4	1
Cc1cccc(NC(=O)CSCC(=O)N2CCN(C(=O)c3ccco3)CC2)c1	-13	0
O=C(NCc1ccc(Cl)nc1)c1csc(COCCO)n1	12	-5
Cc1csc(NC(=O)C2CCCN(S(=O)(=O)c3cnc[nH]3)C2)n1 (stereo not given)	-6	8
CN(C)C(=O)Nc1ccccc1CC[N+](=O)[O-]	6	-13
CC(C)(C)c1nnc(SCC(=O)Nc2ccc(N3CCCCC3)cc2)n1N	12	-5
C[C@H]1CN([C@@H](C)CO)C(=O)c2cc(C3=CCCCC3)cnc2O[C@@H]1CN(C)C(=O)Cc1ccccc1	17	4
Cc1cc(C)n(Cc2cc(C(=O)O)c3ccccc3n2)n1	3	-4
O=C(CCNC(=O)Cn1ccc2ccccc2c1=O)NCc1ccc(F)cc1Cl	49	-41
O=C(COC(=O)c1ccccn1)Nc1cccnc1Cl	-8	-5
Cc1ccc(F)cc1S(=O)(=O)NCc1ccc(N2CCN(C)CC2)cc1	16	-15
Cc1ccc(-n2nc(C)c3cc(C(=O)O)sc32)cc1	-31	3
CSCc1ccc(C(=O)N2CCCC(Nc3ccc(F)cc3)C2)o1 (stereo not given)	-12	6
O=C(O)CC(C(=O)O)c1cn(Cc2ccccc2)c2ccccc12 (stereo not given)	5	2
COc1cc(C(C)=O)ccc1OCC(O)CN(CCO)Cc1ccccc1 (stereo not given)	7	-4
Cc1c(NC(=O)CSc2nncn2-c2ccccc2)c(=O)n(-c2ccccc2)n1C	-17	2
C=CCc1cc(/C=N/n2cnnc2)cc(OCC)c1O	-31	4

Two successive compounds out of the list so far, quoted:
SMILES	TAG inh	TAG inh DAPI viability
Cc1c(NC(=O)CSc2nncn2-c2ccccc2)c(=O)n(-c2ccccc2)n1C	-17	2
C=CCc1cc(/C=N/n2cnnc2)cc(OCC)c1O	-31	4

Next section:
SMILES	TAG inh	TAG inh DAPI viability
CCOC(=O)C1(Cc2ccccc2C)CCCN(C(=O)c2cc(C3CC3)[nH]n2)C1 (stereo not given)	7	-8
CC(=O)Nc1ccc(S(=O)(=O)N[C@@H](C)C(=O)Nc2ccc(N3CCOCC3)cc2)cc1	18	-31
O=C(CSc1ccccc1)NCCCc1ccccc1	1	-7
C/C=C(\C)CN1CCC(n2nccc2NC(=O)CCCc2ccccc2)CC1	-7	0
O=C(CCC1CCCN(c2ncccn2)C1)NCc1ccccc1F (stereo not given)	-1	5
CC1CCc2cc(F)ccc2N1C(=O)c1cnc2sccn2c1=O (stereo not given)	5	3
CC(=O)c1cccc(S(=O)(=O)N2CCC(n3nnc4cc(F)ccc43)CC2)c1	-6	3
CCCCC(=O)NNC(=O)c1c(O)c2ccccc2[nH]c1=O	1	2
O=C1CCC(=O)c2ccc3c4c(ccc1c24)CC3	-7	18
S=C(Nc1ccc(Cl)cc1)c1nc2ccccc2s1	4	1
Cc1ccc(-n2cc(CNC(C)c3cnn(C)c3C)c(-c3ccc(F)cc3)n2)cc1 (stereo not given)	11	8
O=C(c1ccccc1)c1cc[n+]([O-])cc1	-5	16
CC(=O)c1nn(-c2ccccc2)cc1C(=O)c1ccc(C)cc1	-8	2
C=CCNc1ncnc2c1ncn2[C@H]1CN(CCOC)C[C@@H](CO)O1	-6	1
COc1ccc(C(=O)NCc2cn3cccc(C)c3n2)cc1OC	-8	-9
COC(=O)CCC(C)C1CCC2C3C(OC(C)=O)CC4CC(O)CCC4(C)C3CC(O)C12C (stereo not given)	7	-9
Cc1ccn2c(CN(C)CCn3nc(C)cc3C)c(C(=O)N3CCCCCC3)nc2c1	-1	1
C=CCNC(=S)N/N=C(\C)c1ccc(-n2ccnc2)cc1	3	0
CC(C)(O)C#Cc1ccc(C(=O)N2CCN(c3ccc(F)cc3)CC2)cc1	1	3
COc1ccc(CN2C[C@@H](CO)O[C@@H](n3cnc4c(NCCN(C)C)ncnc43)C2)cc1	10	-2
O=C(NNc1cccc(Cl)n1)c1ccccc1CC[N+](=O)[O-]	-8	19
O=C(CNc1cccc2ccccc12)N/N=C/c1ccc(C(=O)O)cc1	8	-1
COc1ccccc1-c1nnc(SCC(=O)Nc2oc(C)c3c(C)n[nH]c(=O)c23)n1C	10	-1
Cc1cc(C)n(-c2nc3nonc3nc2-n2nc(C)cc2C)n1	10	-16
CCCN(C(=O)c1ccc([N+](=O)[O-])c(C)c1)c1c(N)n(Cc2ccccc2)c(=O)[nH]c1=O	-17	5
CC12CCC(=O)N1C(C(=O)NCCN1C(=O)S/C(=C\c3ccc(F)cc3)C1=O)CS2 (stereo not given)	4	-7
CCOC(=O)C(Cc1ccc(O)c([N+](=O)[O-])c1)N1C(=O)c2ccccc2C1=O (stereo not given)	3	-11
C=CC[C@H](CC(=O)N(CCO)Cc1ccccc1)C(=O)N[C@H](COC(=O)[C@@H](CC=C)CC(=O)OC(C)(C)C)Cc1ccccc1	21	-8
CCC(C(=O)OCC(=O)N(CC)c1c(N)n(Cc2ccccc2)c(=O)[nH]c1=O)c1ccccc1 (stereo not given)	9	-2
O=C(O)CSc1nc2ccccc2o1	-5	11
O=C(Cn1nnc(-c2ccccc2Cl)n1)NCc1ccc2c(c1)OCO2	-17	10
CCN(CC(=O)Nc1ccccc1C(F)(F)F)C(=O)c1cc(S(=O)(=O)N2CCCCCC2)ccc1OC	-24	-1
O=C(CC12CC3CC(CC(C3)C1)C2)NC1CC1	9	-6
CCN(C(=O)c1cc2cc(OC)ccc2oc1=O)c1ccccc1	-20	10
Oc1ccccc1-c1cc(-c2ccccc2)n[nH]1	-12	7
COc1ccc(N2CCN(c3ccc(NC(=O)C4CCCCC4)cc3C#N)CC2)cc1	2	26
COc1ccc(S(=O)(=O)Nc2ccccc2C(=O)NC(C)C)cc1OC	-4	0
COc1ccc(NS(=O)(=O)c2cccc(C(=O)N3CCCC3)c2)cc1	-10	3
CC(C)Cc1nnc(NC(=O)c2cc([N+](=O)[O-])ccc2N2CCOCC2)s1	-18	2
O=C(N/C=C/c1ccco1)Nc1cccc(Cl)c1	-10	10
Nc1c(CNCc2nnn(Cc3ccccc3)c2N)nnn1Cc1ccccc1	15	-11
CCOC(=O)C1(CCCc2ccccc2)CCN(Cc2nccn2CC)CC1	-17	11
CCOc1ccccc1C(=O)NC1CC2CCCC(C1)N2Cc1ccccc1 (stereo not given)	20	6
COc1ccc(CCNC(=O)CSCc2c(F)cccc2Cl)cc1OC	16	-9
CCOC(=O)C(C)Oc1cccc2c(=O)n(CC(=O)N3CCN(C(=O)OCC)CC3)ccc12 (stereo not given)	-5	7
CC(NC(=O)COC(=O)/C=C/c1ccc2c(c1)OCO2)c1ccccc1 (stereo not given)	-25	4
Cc1nc(NC(=S)NC(=O)c2ccccc2)sc1C	-21	-6
CCOC(=O)c1cnc(Nc2nc3ccccc3o2)nc1CSc1nnc(C)s1	-13	-17
Cc1cc(NC(=O)CN2C(=O)/C(=C/c3cccc(Br)c3)SC2=S)no1	-3	17
CC12CN3CC(C)(CN(C1)C3c1ccc(Br)cc1O)C2 (stereo not given)	-12	-9
O=P(COCCOCP(=O)(c1ccccc1)c1ccccc1)(c1ccccc1)c1ccccc1	8	-12
O=C(COC(=O)c1n[nH]c(=O)c2ccccc12)Nc1ccccc1F	-3	-1
CCc1cc2ccccc2nc1Cl	-6	13
Cc1ccc(S(=O)(=O)Nc2cccc(Cl)c2)cc1NC(=O)C1CC1	9	2
O=S(=O)(c1ccc(Cl)cc1)N1CCC2(CC1)OCCO2	-9	-2
Cc1ccc(-n2nnnc2SCC(=O)NNC(=O)c2ccc([N+](=O)[O-])cc2)cc1	-5	10
Cc1ccc(C(=O)OCC(=O)NCC2COc3ccccc3O2)cc1 (stereo not given)	-4	1
CN(C)S(=O)(=O)c1ccc(N2CCCC2)c(C(=O)NNC(=O)c2ccc(F)cc2)c1	0	0
Cn1c(=NC(=O)c2cccc([N+](=O)[O-])c2)sc2ccccc21	16	10
Cc1cccc(NC(=O)CN2NS(=O)(=O)c3ccccc3C2=O)c1	13	-8

Full records, looked up by structure.
Listed for O=C(COC(=O)c1n[nH]c(=O)c2ccccc12)Nc1ccccc1F = TAG inh: -3; TAG inh DAPI viability: -1
Listed for Nc1c(CNCc2nnn(Cc3ccccc3)c2N)nnn1Cc1ccccc1 = TAG inh: 15; TAG inh DAPI viability: -11
Listed for O=P(COCCOCP(=O)(c1ccccc1)c1ccccc1)(c1ccccc1)c1ccccc1 = TAG inh: 8; TAG inh DAPI viability: -12

(more compounds)
SMILES	TAG inh	TAG inh DAPI viability
CCC1C(=NO)C(CC)C(c2ccccc2)NC1c1ccccc1 (stereo not given)	3	1
COCCNC(=O)/C(C#N)=C/c1cn(CC(=O)NCc2ccco2)c2ccccc12	-11	2
CC(C)(C)CC(=O)Nc1ccc(S(=O)(=O)N2CCCC2)cc1	-24	11
COc1cccc(C(=O)Nc2ccccc2F)c1	-3	-9
O=C(NC1CC(=O)N(c2ccc3c(c2)OCCO3)C1)N1CCCCC1 (stereo not given)	-7	-10
CC(C)c1cccc(C(C)C)c1NC(=O)CN(C)C1CCS(=O)(=O)C1 (stereo not given)	-10	5
CCN(C(=O)CN1C(=O)S/C(=C\c2ccccc2Cl)C1=O)C1CCS(=O)(=O)C1 (stereo not given)	-11	1
CCOC(=O)c1ccccc1NC(=O)CC(C)CC(=O)O (stereo not given)	19	-8
COC(=O)C1=C(N)Oc2cc(C)[nH]c(=O)c2C1c1ccncc1 (stereo not given)	-2	-7
O=C(C[C@H]1C/C=C\CC[C@H](Cc2ccc(F)cc2)C(=O)OCCNC1=O)NCCO	0	0
CCCCOC(=O)N1CCOCCOCCN(C(=O)OCCCC)CCOCCOCC1	6	7
C#CCOCCOCCOCCNc1nc(N2CCN(C(=O)[C@H]([C@@H](C)CC)n3cc(CCCCN)nn3)CC2)nc(N2CCN(C(=O)[C@H](C)n3cc(CCCN=C(N)N)nn3)CC2)n1	-6	4
c1ccc(-c2cnnc(SCc3cn4cccnc4n3)n2)cc1	9	-6
Cc1cccc(NC(=O)COc2cccc3c2CCN(C)C3=O)c1C	-12	59
Oc1ccc(C2CNCc3sccc32)cc1O (stereo not given)	-5	1
CC(=O)Nc1ccc2c(c1)Cc1c-2cc(Br)c(N)c1Br	-1	3
Cc1ccc(S(=O)(=O)N2CCN(C(=O)COC(=O)c3ccc(Cl)nc3)CC2)c(C)c1	13	-4
Cc1ccc(NC(=O)c2cc3c(s2)CCC3)cc1S(=O)(=O)N1CCOCC1	21	4
CC(C)OCCCNC(=O)Nc1cccc2ccccc12	-12	11
COc1cc2c(cc1OC)CN(C(=S)Nc1ccccc1Cl)CC2	62*	-45*
COc1ccc(-c2oc3ccc(N4CCOCC4)cc3c2C#CC2(O)CCCCC2)cc1	7	i
N#CCC(=O)N/N=C/c1ccccc1Cl	-12	-10

Compound activity as filed in PubChem BioAssay.

A portion of the library; the hit share may differ from the screen's.
